Bioassay records: PubChem, The Scripps Research Institute Molecular Screening Center
DDE Tn7 FP inh: inhibitors of Tn7 peptide binding to human fibrin DD(E). FP displacement of FITC-Tn7 peptide from fibrin DD(E); 0% = median of compound wells per plate. AID 720508. 370,000 tested, 0.13% active. inhibition, % at 8.3 µM. P02675;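 active means inhibition above the mean of compounds falling within the control limits plus 3 SD of them, cut at about 14% in these data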;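 further: 0% = plate median of compound wells and 100% = 10 µM Aha-Tn7 peptide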
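Assay system: Human fibrin DD(E) protein | Medium: Tris buffer with calcium and detergent, pH 7.8 | Reagent: 0.1 µM fluorescent Tn7 | Compound dosing: Single point at 8.3 µM | Times: 10 min preincubation, 3 h with tracer, room temperature | Detection: Fluorescence polarization of the labelled Tn7 tracer | Controls: Aha-Tn7 high control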
UHRF1 MBD2 ctr: UHRF1 methyl-DNA binding inhibition. Q96T88. UHRF1 binding to methylated oligo, TR-FRET. inhibition, % at 4.4 µM. 370,000 tested, 0.75% active. AID 687016; in the data active means inhibition above about 21%;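 further: UHRF1 SRA domain binding a hemimethylated CpG hairpin DNA probe; 0% = median of test compound wells and 100% = reference inhibitor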
Target sequence (Q96T88 whole entry, looked up, the tested form may be a part): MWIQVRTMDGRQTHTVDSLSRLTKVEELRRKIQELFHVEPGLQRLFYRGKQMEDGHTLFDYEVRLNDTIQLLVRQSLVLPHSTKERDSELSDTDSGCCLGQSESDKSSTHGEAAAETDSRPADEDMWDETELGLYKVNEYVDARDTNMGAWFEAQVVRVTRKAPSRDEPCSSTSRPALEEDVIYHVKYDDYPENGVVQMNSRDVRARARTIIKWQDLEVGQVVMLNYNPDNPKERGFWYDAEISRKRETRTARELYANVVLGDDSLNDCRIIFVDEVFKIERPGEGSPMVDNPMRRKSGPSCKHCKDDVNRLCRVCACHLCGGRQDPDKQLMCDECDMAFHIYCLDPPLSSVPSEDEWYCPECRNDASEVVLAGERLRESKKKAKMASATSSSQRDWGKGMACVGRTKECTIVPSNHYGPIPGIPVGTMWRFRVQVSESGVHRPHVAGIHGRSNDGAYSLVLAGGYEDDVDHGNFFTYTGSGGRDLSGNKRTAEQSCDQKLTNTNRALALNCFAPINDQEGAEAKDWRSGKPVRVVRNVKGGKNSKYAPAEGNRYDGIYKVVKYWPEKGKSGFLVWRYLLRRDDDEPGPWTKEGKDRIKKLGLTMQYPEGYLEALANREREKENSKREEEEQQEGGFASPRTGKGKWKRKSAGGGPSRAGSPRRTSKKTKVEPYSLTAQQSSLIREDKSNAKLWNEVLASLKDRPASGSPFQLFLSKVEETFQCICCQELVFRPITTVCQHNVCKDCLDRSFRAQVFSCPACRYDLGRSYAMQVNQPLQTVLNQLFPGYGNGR
DDE Tn6 FP inh: disrupts Tn6 cyclic peptide binding to fibrin D-Dimer-E complex. 370,000 tested, 0.21% active. inhibition, % at 8.3 µM. P02675. Fibrin DD(E) TRITC-Tn6 fluorescence polarization displacement;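 active means inhibition above a per-campaign cutoff: mean of compounds within control limits plus 3 SD, cut at about 15% in these data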;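 further: 0% = median of all compound wells on the plate and 100% = blocking peptide control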
TDP2 absorb: TDP2 (human) inhibition, absorbance primary screen; 370,000 tested, 0.34% active; AID 720702; recombinant TDP2, T5PNP hydrolysis, p-nitrophenol absorbance 415 nm; inhibition, % at 12.8 µM; O95551;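 active means inhibition above the mean of all tested compounds plus 3 SD, set per campaign, cut at about 25% in these data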;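 further: 0% = DMSO with enzyme and 100% = buffer with substrate but no TDP2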
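System – recombinant human TDP2 · Amount – 120 nM TDP2 per well · Buffer or medium – Mg2+-containing Tris-HCl buffer, pH 7.5 · Reagent – T5PNP substrate, 5 mM · Dosing – 12.8 µM single point, 1% DMSO · Incubation – 2 h at 37 °C · Measured by – epi absorbance · Read-out basis – percent inhibition · Benchmarks – high control without enzyme, low control DMSO plus TDP2 · Repeats – singlicate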
PRMT1 FP inh: PRMT1 (human) inhibition, primary screen. AID 652257. inhibition, % at 2.79 µM. recombinant PRMT1, activity-based probe fluorescence polarization. Q99873. 370,000 tested, 1.3% active;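 active means inhibition above about 21% made by adding two undisclosed values, limit read from the data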
proKLK7 act: proKLK7 (human) activation, primary screen; activation, % at 7 µM; P49862; purified proKLK7, EDANS-DABCYL substrate fluorescence; 100% is mature enzyme control, 0% vehicle; AID 652039; 370,000 tested, 0.9% active;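 active means activation above the mean of all tested compounds plus 3 SD, computed per campaign excluding outliers beyond control limits, cut at about 13% in these data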
MBD2 DNA inh: blocks human MBD2 binding to methylated DNA | Q9UBB5 | TR-FRET, MBD2 binding to methylated oligonucleotide | inhibition, % at 4.4 µM | 370,000 tested, 0.31% active | AID 686964; in the data active means inhibition above about 13%
LEDGF integ inh: blocks HIV-1 LEDGF/p75-dependent DNA integration; 370,000 tested, 0.64% active; inhibition, % at 3.7 µM; TR-FRET IN-LEDGF/p75 DNA integration, Eu/Cy5;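 active means inhibition above the screen-wide mean plus 3 SD, cut at about 13% in these data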;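 further: signal is the Cy5 over europium emission ratio at 671 and 618 nm; 0% = plate median of compound wells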
TCR CD3 inh: human TCR-CD3 binding inhibition; TAMRA-labeled TCR probe fluorescence, biochemical; inhibition, % at 9.4 µM; 360,000 tested, 0.37% active; in the data active means inhibition above about 19%;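 further: recombinant mutant TCR 2C K166C tagged with TAMRA read by polarization; 0% = receptor in buffer alone and 100% = receptor with positive control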
SIAE inh: inhibitors of human sialic acid acetylesterase SIAE; 370,000 tested, 0.69% active; SIAE FP-Rh probe binding, fluorescence polarization; Q9HAT2; inhibition, % at 9.66 µM; AID 1053197;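 active means inhibition above a cutoff: mean of compounds within the control limits plus 3 SD of those, cut at about 17% in these data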;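 further: 0% = plate median of compound wells and 100% = probe without SIAE protein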
Active calls of the source: *; nt = no result given. Rows were taken by chance. About 4.6% of those tested had a hit in this group.

SMILES	DDE Tn7 FP inh	UHRF1 MBD2 ctr	DDE Tn6 FP inh	TDP2 absorb	PRMT1 FP inh	proKLK7 act	MBD2 DNA inh	LEDGF integ inh	TCR CD3 inh	SIAE inh
CSCC(C)N1CCC(CCC(=O)NC2CC2)CC1 (stereo not drawn)	2	0	6	8	-2	0.2	-3	3	3	-4
Cc1cccc(C(=O)Nc2cc(S(=O)(=O)N3CCOCC3)ccc2N2CCCCC2)c1	-8	0	-10	-11	1	0.1	-2	4	6	-5
COc1ccc(C2CC(=O)C=C(NC3CCCC3)C2)cc1 (stereo not drawn)	-1	0	-8	9	5	-0.2	4	-1	-2	8
Cc1cc(Nc2cccc(Cl)c2)nc(-c2ccccc2O)n1	-2	1	-4	-3	3	265*	-5	-2	-4	-22
Cn1c(=O)c2cc(NC(=O)Nc3cccnc3)ccc2n1Cc1cccc(C(F)(F)F)c1	0	-3	4	11	1	-1.2	0	1	-1	10
CN(Cc1cnn(C)c1)Cc1nc(-c2ccc(Cl)cc2)no1	0	2	1	-9	3	0.7	2	-5	0	2
Cc1ccc(Cn2c(CN3CC(C)OC(C)C3)nc3c2c(=O)n(C)c(=O)n3C)cc1 (stereo not drawn)	1	1	5	7	2	-0.8	-6	2	4	2
CC1=C/C(=N\NC(=S)NCCc2ccccc2)CC(C)(C)C1	-5	-1	-5	4	4	-0.2	1	13	-9	7
CCn1ccc2c(OCC(=O)NCCc3ccc(OC)c(OC)c3)cccc2c1=O	0	8	-3	-24	0	0.3	3	1	-2	1
CC(C)Cc1ccc(CN2CCCC(NC(=O)c3ccnn3C)C2)cc1 (stereo not drawn)	1	2	1	-15	4	-0.2	-2	-6	0	0
COc1ccc(N2CCN(Cc3nc(N)nc(Nc4ccc(C)c(Cl)c4)n3)CC2)cc1	0	-1	3	1	0	0.6	1	2	-1	2
COc1ccc(NS(=O)(=O)c2ccc(Br)cc2)cn1	0	2	-9	-3	4	0.4	-1	-3	1	4
CC(=O)Nc1ccc(NC(=O)COC(=O)c2ccc(S(=O)(=O)NCc3ccco3)cc2)cc1	-4	1	6	-5	-3	0.0	1	1	-2	-13
CCOc1ccccc1NC(=O)c1ccc2c(c1)C(=O)N(CC)C2=O	3	13	-6	-4	0	0.4	7	0	-4	-1
O=C(N/N=C/c1ccc2ccccc2c1)c1ccc(COc2ccc3c(c2)CCC3)o1	-5	-6	-1	5	-3	-0.3	-5	2	7	-3
COc1ccc(N2C(=O)CC(c3ccc([N+](=O)[O-])cc3)C2=O)cc1 (stereo not drawn)	-2	0	6	-3	16	-0.3	-5	2	-5	5
CC(=O)N1CCN(C(=O)c2cc(C)oc2C)CC1	-6	-1	2	-2	-1	-0.6	2	-4	0	-1
OCCNCCCOc1cc(Cl)ccc1Cl	-8	-1	0	5	-1	0.2	1	1	8	5
CC(=O)Nc1cc(C)nn1-c1nc2ccccc2s1	2	-7	-4	2	0	0.1	0	-4	-5	-7
COc1ccc(CCN(Cc2cccs2)S(=O)(=O)c2ccccc2)cc1OC	-1	0	1	8	-3	0.6	-5	1	nt	-4
COc1ccc(NC(=O)CS(=O)(=O)c2cn(CC(=O)N3CCOCC3)c3ccccc23)cc1OC	4	1	-6	-4	35*	0.0	4	-5	-4	4
Cc1nnc(SCC(=O)Nc2cc(C(F)(F)F)ccc2Cl)n1C	-7	3	0	1	-5	-0.6	-5	3	-6	-3
O=C(Nc1ccc(-c2nc3ccccc3o2)cc1)c1ccc(N2C(=O)C3C4C=CC(C4)C3C2=O)cc1 (stereo not drawn)	2	7	-11	-17	0	-74	8	-9	-5	-37
CC(C)NC(=O)Cn1c(SCC(=O)c2ccc(F)cc2)nc2ccccc21	-1	22*	7	23	62*	0.1	14*	9	8	-1
O=C(CCC(=O)c1ccc(Br)cc1)Nc1cccnc1	6	2	3	0	4	-0.6	1	2	-10	3

Entries of single compounds from above. Values in the order: DDE Tn7 FP inh	UHRF1 MBD2 ctr	DDE Tn6 FP inh	TDP2 absorb	PRMT1 FP inh	proKLK7 act	MBD2 DNA inh	LEDGF integ inh	TCR CD3 inh	SIAE inh
CC(=O)Nc1ccc(NC(=O)COC(=O)c2ccc(S(=O)(=O)NCc3ccco3)cc2)cc1 is entered as -4	1	6	-5	-3	0.0	1	1	-2	-13
COc1ccc(N2CCN(Cc3nc(N)nc(Nc4ccc(C)c(Cl)c4)n3)CC2)cc1 is entered as 0	-1	3	1	0	0.6	1	2	-1	2

Random excerpt: 4 entries already listed.
SMILES	DDE Tn7 FP inh	UHRF1 MBD2 ctr	DDE Tn6 FP inh	TDP2 absorb	PRMT1 FP inh	proKLK7 act	MBD2 DNA inh	LEDGF integ inh	TCR CD3 inh	SIAE inh
COc1ccc(C2CC(=O)C=C(NC3CCCC3)C2)cc1 (stereo not drawn)	-1	0	-8	9	5	-0.2	4	-1	-2	8
Cc1cc(Nc2cccc(Cl)c2)nc(-c2ccccc2O)n1	-2	1	-4	-3	3	265*	-5	-2	-4	-22
O=C(N/N=C/c1ccc2ccccc2c1)c1ccc(COc2ccc3c(c2)CCC3)o1	-5	-6	-1	5	-3	-0.3	-5	2	7	-3
COc1ccc(NC(=O)CS(=O)(=O)c2cn(CC(=O)N3CCOCC3)c3ccccc23)cc1OC	4	1	-6	-4	35*	0.0	4	-5	-4	4

(next part)
SMILES	DDE Tn7 FP inh	UHRF1 MBD2 ctr	DDE Tn6 FP inh	TDP2 absorb	PRMT1 FP inh	proKLK7 act	MBD2 DNA inh	LEDGF integ inh	TCR CD3 inh	SIAE inh
Cc1ccc(C)c2c(N)c3c(nc12)CCCCC3 (tested in a mixture with another compound)	6	2	-1	-7	2	-0.2	0	-1	-3	-12
Cc1nn(Cc2ccc(Cl)cc2)c(C)c1NC(=O)c1cc(-c2ccc3c(c2)OCO3)on1	-7	1	6	-5	-2	-0.6	0	0	2	-21
CC(C)(C)/C(O)=C/c1nc2ccccc2oc1=O	-9	-9	-1	1	4	0.1	-10	5	7	15
COCc1cc(C)nc(SCC(=O)Nc2ccc3[nH]c(=O)[nH]c3c2)c1C#N	-10	0	2	15	2	0.6	-5	3	8	7
CCOC(=O)C1CCN(c2cc3c(cc2NC(=O)c2ccccc2Br)n(C)c(=O)n3C)CC1	2	-1	-1	26*	0	2.7	5	1	10	14
Cc1ccc(-n2ncc3c(NNC(=O)Cc4ccccc4)ncnc32)cc1	8	1	-4	5	1	0.0	-1	1	1	15
CC(=O)Nc1ccc(SC(C)C(=O)NC(N)=O)cc1 (stereo not drawn)	1	0	-5	1	39*	-0.6	8	1	-5	5
COC(=O)/C=C/C(=O)Nc1ccc(O)c(Cl)c1	3	3	-2	-4	14	-0.1	1	3	-3	3
CC1CN(c2nc(-c3ccccc3)nc3ccccc23)CC(C)O1 (stereo not drawn)	4	0	2	6	1	-0.8	1	-3	1	15
COc1cccc(NC(=O)c2ccc3c(c2)N(CC(=O)N2CCOCC2)C(=O)C(C)(C)O3)c1	6	2	8	20	-3	0.6	-7	2	5	6
CC(C)(C)NC(=O)c1nc2nc(-c3ccccc3)cc(C(F)(F)F)n2n1	-3	0	3	-7	0	1.2	-3	-2	5	-7
O=C(O)c1ccc(S(=O)(=O)c2ccc([N+](=O)[O-])cc2[N+](=O)[O-])cc1	9	-5	3	-1	30*	-0.5	-5	2	-11	3
Cc1ccc(C)c(CC(=O)N2CCCCC2c2cc(C(=O)Nc3ccc(F)c(Cl)c3)no2)c1 (stereo not drawn)	-2	3	-4	-21	0	-0.2	-6	3	-8	-27
CC(COc1cccc(C#N)c1)CN1CCC(C(O)(c2ccccc2)c2ccccc2)CC1 (stereo not drawn)	-2	4	-2	-13	-4	0.5	-1	8	nt	0
Cc1[nH]c2ccccc2c1C(=O)COC(=O)c1c(-c2ccccc2)noc1C	-1	0	2	-2	1	1.2	0	3	6	-23
COc1ccc2c(Cl)c(C(=O)N/N=C/c3cccnc3)sc2c1	-3	-2	-6	-16	-7	-6.3	-3	3	-9	-15
CCN(c1ccc(NC(=O)CN2C(=O)NC3(CCOc4ccccc43)C2=O)cc1)C(C)C (stereo not drawn)	7	-4	2	7	0	0.6	-8	-1	7	5
CSc1cccc(NC(C)=O)c1	-6	6	0	-13	-3	0.4	-3	4	0	-5
CCCCN(C)Cc1c(O)ccc2c(=O)c(-c3ccccc3OC)coc12	-3	-2	2	3	-4	56*	-1	1	-3	2
O=C(Nc1ccnn1C1CCN(Cc2ccc(C#CCCO)cc2)CC1)c1cccc(F)c1	0	0	7	-10	4	0.4	2	-3	-2	0
CCOc1ncccc1C(=O)NNC(=O)c1cccc(S(=O)(=O)Nc2ccccc2OC)c1	-11	3	2	-22	1	0.3	-3	-1	-9	6
COc1ccc(N2CC(C(=O)O)CC2=O)cc1 (stereo not drawn)	-8	3	-5	-6	0	-0.3	0	3	-2	4
CC(C)NC(=O)Nc1ccc2c(c1)C(=O)N([C@H](C)CO)C[C@H](C)[C@@H](CN(C)Cc1ccc3c(c1)OCO3)OCCCC[C@@H](C)O2	-4	-1	-1	10	1	0.7	5	-1	-5	6

UHRF1 MBD2 ctr: what is marked active above
SMILES	DDE Tn7 FP inh	UHRF1 MBD2 ctr	DDE Tn6 FP inh	TDP2 absorb	PRMT1 FP inh	proKLK7 act	MBD2 DNA inh	LEDGF integ inh	TCR CD3 inh	SIAE inh
CC(C)NC(=O)Cn1c(SCC(=O)c2ccc(F)cc2)nc2ccccc21	-1	22*	7	23	62*	0.1	14*	9	8	-1
